Bioassay records deposited in PubChem by Broad Institute.
LGR2 inh: blocks bursicon-induced cAMP signaling via Drosophila LGR2. HEK293 LGR2, CRE-luciferase, bursicon-stimulated, 4 h. inhibition, % at 9.99 µM. hit rate 0.35% among 380,000;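 active = drop in luminescence signal, shown as inhibition above about 50% in the replicate tests, limit read from the data, passing the limit was not always enough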;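 note: agonist challenge used bursicon conditioned medium at about half maximal strength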
FN deposit inh: fibronectin deposition inhibition; hit rate 0.086% among 350,000; inhibition, % at 12.6 µM; AH1F fibroblasts, Alexa488-fibronectin deposition fluorescence, overnight;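 active = mean inhibition across replicates of 30% or more, regardless of how many single replicates reach that level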;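 note: positive control wells lacked labelled fibronectin entirely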
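Assay system: AH1F fibroblasts assembling fluorescent fibronectin matrix; Amount: 10000 AH1F cells per well; Buffer or medium: DMEM, 2% serum; Probe or stimulus: Alexa488-fibronectin, 24 nM final in well; Doses: single compound dose, delivered by pin transfer; Incubation: 1 h adhesion, overnight exposure; Measured by: fluorescence 485/525 nm; Read-out: fibronectin deposition inhibition.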
S100A4 MyoIIA: S100A4-myosin IIA interaction inhibition. P26447. inhibition, % at 10.7 µM. AID 652163. hit rate 0.14% among 360,000. S100A4/TAMRA-MyoIIA peptide fluorescence polarization;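 active = mean inhibition of at least 70% across replicates, with every replicate also reaching that level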
Target sequence (P26447 whole entry, looked up): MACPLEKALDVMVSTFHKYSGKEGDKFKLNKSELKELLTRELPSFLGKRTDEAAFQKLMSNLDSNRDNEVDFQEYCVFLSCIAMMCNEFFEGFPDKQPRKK
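Compound dosing: one dose per compound; test system: human S100A4 monomer with TAMRA-labelled myosin IIA peptide; probe or stimulus: TAMRA-labelled myosin IIA heavy-chain peptide probe, 5 nM; medium: HEPES buffer with Ca2+, pH 7.2; schedule: 5 min incubation before reading; benchmarks: neutral control DMSO, positive control TFP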
esBAF inh: blocks esBAF chromatin remodeling in mouse ES cells; Bmi1-luciferase knock-in reporter, 24 h; 100% = twice the neutral-well signal; reporter increase, % at 12.5 µM; hit rate 2% among 350,000; in the data active = activation above about 40%;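 note: 0% = median of the plate's neutral control wells and 100% = double that signal; a rise in the Bmi1 reporter signal indicates esBAF inhibition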
SIRT5 inh: sirtuin-5 (human) deacylase inhibition | Q9NXA8 | Purified SirT5, succinyl-peptide AMC, trypsin-coupled fluorescence | inhibition, % at 15 µM | hit rate 1.1% among 330,000; in the data active = inhibition above about 15%
Target sequence (Q9NXA8 whole entry, looked up): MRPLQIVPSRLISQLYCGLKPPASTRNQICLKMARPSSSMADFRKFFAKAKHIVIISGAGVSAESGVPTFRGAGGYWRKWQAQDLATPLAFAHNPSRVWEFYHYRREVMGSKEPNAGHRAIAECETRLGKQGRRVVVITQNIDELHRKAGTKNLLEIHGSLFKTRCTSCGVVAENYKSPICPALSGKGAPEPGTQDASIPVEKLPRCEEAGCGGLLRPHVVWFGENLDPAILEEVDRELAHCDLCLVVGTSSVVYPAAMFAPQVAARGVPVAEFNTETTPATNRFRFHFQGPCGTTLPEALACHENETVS
Statin myotox sup: protects C2C12 myotubes from simvastatin toxicity; ATP luminescence, 48 h; scaled: DMSO 0, geranylgeraniol control 100; rescue of ATP level, % at 7.49 µM; hit rate 0.78% among 330,000;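 active = mean ATP rescue above about 67%, or every replicate alone reaching that limit, limit read from the data, passing the limit was not always enough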;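 note: myotubes were challenged with 10 µM simvastatin during compound exposure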
Casp6 inh: blocks human caspase-6 cleavage activity | purified caspase-6, Z-VEID-R110 cleavage fluorescence | inhibition, % at 12.5 µM | hit rate 0.53% among 350,000 | AID 686996;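 active = mean inhibition across replicates at least about 35%, with every replicate also reaching that limit, limit read from the data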;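 note: 0% = median of neutral control wells and 100% = no fluorescence left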
Target sequence (P55212 24-179 limits assumed): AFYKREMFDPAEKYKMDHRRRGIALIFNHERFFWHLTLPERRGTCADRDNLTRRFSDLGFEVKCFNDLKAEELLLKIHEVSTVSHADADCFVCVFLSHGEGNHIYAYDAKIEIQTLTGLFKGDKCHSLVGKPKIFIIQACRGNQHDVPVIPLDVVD
Target sequence (P55212 194-293 limits assumed): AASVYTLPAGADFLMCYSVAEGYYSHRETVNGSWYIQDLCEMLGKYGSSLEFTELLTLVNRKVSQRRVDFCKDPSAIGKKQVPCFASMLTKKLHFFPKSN
An asterisk follows results filed as active; x = not tested or not shown; & = joins results of further samples. These rows are one share of the data; count on the stated rates, not on these rows.

A first look:
Values run as follows: LGR2 inh | FN deposit inh | S100A4 MyoIIA | esBAF inh | SIRT5 inh | Statin myotox sup | Casp6 inh
O=C(O)CCn1cc(C=C2C(=O)NC(=S)NC2=O)c(-c2ccccc2)n1
    -6 | x | -6 | x | 1 | x | x
OCCOc1ccccc1
    -14 | x | 16 | -2 | 0 | 0 | -3
COC(=O)[C@@H]1[C@@H](CO)[C@@H]2Cn3c(ccc(-c4ccccc4)c3=O)[C@H]1N2CC1CCCCC1
    -2 | x | 7 | 6 | 1 | 38 | 2
O=c1[nH]c2ccccc2o1
    1 | x | 3 | 5 | 1 | 4 | -3
O=C(O)C(Cc1cnc[nH]1)NS(=O)(=O)c1ccc(Cl)cc1 (stereo not given)
    2 | 13 | -1 | -2 | 1 | 13 | -3
O=C1C=C(N2CC2)c2ccccc2C1=O
    18 | -6 | 13 | -3 | 0 | 1 | 97*
CCC1CCC(C)N(N=O)C1 (stereo not given)
    8 | 5 | -3 | 1 | 0 | 3 | -2
O=[N+]([O-])c1ccc(Cl)c(Cl)c1Cl
    19 | x | 6 | -6 | x | -4 | 1
Cc1cccc(-n2c(O)c(C=Nc3ccc(Br)cn3)c(=O)[nH]c2=O)c1
    6 | 0 | -9 | x | -2 | x | 9
C[n+]1c2ccccc2nc2ccc(NCCO)cc21
    6 | -5 | 192* | 13 | 1 | -3 | 83*
Cc1ncc(CN2CCCC(C(=O)c3cccc(OC(C)C)c3)C2)s1 (stereo not given)
    6 | -3 | -7 | x | -1 | x | -1
CN(C)C(CNC(=O)Cc1c(Cl)cccc1Cl)c1ccccc1 (stereo not given)
    -24 | 7 | -1 | x | 1 | x | -2
Fc1ccc(C[n+]2c(-c3ccccc3)cc(-c3ccccc3)cc2-c2ccccc2)cc1
    14 | -12 | -5 | x | -7 | x | 0
CN1Cc2ccccc2-n2nncc2C1
    -7 | -12 | 9 | -5 | 0 | 3 | 2
CC1CC(C)CC(C)C(O)C(C#N)=CC=CCC(C2CCCC2C(=O)O)OC(=O)CC(O)C(C)C1 (stereo not given)
    75* | 5 | -1 | x | x | x | 0

Results (from the top)
Values run as follows: LGR2 inh | FN deposit inh | S100A4 MyoIIA | esBAF inh | SIRT5 inh | Statin myotox sup | Casp6 inh
O=C(O)CCn1cc(C=C2C(=O)NC(=S)NC2=O)c(-c2ccccc2)n1
    -6 | x | -6 | x | 1 | x | x
OCCOc1ccccc1
    -14 | x | 16 | -2 | 0 | 0 | -3
COC(=O)[C@@H]1[C@@H](CO)[C@@H]2Cn3c(ccc(-c4ccccc4)c3=O)[C@H]1N2CC1CCCCC1
    -2 | x | 7 | 6 | 1 | 38 | 2
O=c1[nH]c2ccccc2o1
    1 | x | 3 | 5 | 1 | 4 | -3
O=C(O)C(Cc1cnc[nH]1)NS(=O)(=O)c1ccc(Cl)cc1 (stereo not given)
    2 | 13 | -1 | -2 | 1 | 13 | -3
O=C1C=C(N2CC2)c2ccccc2C1=O
    18 | -6 | 13 | -3 | 0 | 1 | 97*
CCC1CCC(C)N(N=O)C1 (stereo not given)
    8 | 5 | -3 | 1 | 0 | 3 | -2
O=[N+]([O-])c1ccc(Cl)c(Cl)c1Cl
    19 | x | 6 | -6 | x | -4 | 1
Cc1cccc(-n2c(O)c(C=Nc3ccc(Br)cn3)c(=O)[nH]c2=O)c1
    6 | 0 | -9 | x | -2 | x | 9
C[n+]1c2ccccc2nc2ccc(NCCO)cc21
    6 | -5 | 192* | 13 | 1 | -3 | 83*
Cc1ncc(CN2CCCC(C(=O)c3cccc(OC(C)C)c3)C2)s1 (stereo not given)
    6 | -3 | -7 | x | -1 | x | -1
CN(C)C(CNC(=O)Cc1c(Cl)cccc1Cl)c1ccccc1 (stereo not given)
    -24 | 7 | -1 | x | 1 | x | -2
Fc1ccc(C[n+]2c(-c3ccccc3)cc(-c3ccccc3)cc2-c2ccccc2)cc1
    14 | -12 | -5 | x | -7 | x | 0
CN1Cc2ccccc2-n2nncc2C1
    -7 | -12 | 9 | -5 | 0 | 3 | 2
CC1CC(C)CC(C)C(O)C(C#N)=CC=CCC(C2CCCC2C(=O)O)OC(=O)CC(O)C(C)C1 (stereo not given)
    75* | 5 | -1 | x | x | x | 0
Nc1ncc2[nH]cnc2n1
    10&-22 | -7&-12 | -3&13 | 10&-6 | -8&-9 | 5&0 | 0&-2
Cc1ccc(C2N(c3cc(C)on3)C(=O)C3CCCN32)cc1 (stereo not given)
    x | -1 | x | 8 | x | 1 | x
COc1ccc(C=C2C(=O)NC(=S)NC2=O)cc1
    -5 | 3 | -8 | x | 0 | x | 17
Cc1cc(OCC(=O)N2CCC(C(=O)NCC(C)C)CC2)c2c3c(c(=O)oc2c1)CCCC3
    -11 | -4 | -7 | -6 | -4 | -3 | 0
O=C1Nc2ccc(Br)cc2C(c2ccccc2)=NC1O (stereo not given)
    8 | 4 | -1 | -2 | -2 | -2 | -2
CC(C)COP(=O)(OCC(C)C)C(O)c1cccnc1 (stereo not given)
    9 | -5 | x | -1 | x | -1 | x
CC(C)(C)C(=O)N1Cc2cc(N3CCOCC3)ccc2-n2nncc2C1
    -1 | -9 | 1 | 3 | 3 | 0 | 2
CC(=O)Nc1cc(C(=O)N2CCC3(CC2)OCCO3)ccc1S(=O)(=O)c1ccc(Cl)cc1
    -10 | -1 | x | -4 | x | 1 | x
COCCNC(=O)Cn1cc(C=C2C(=O)NC(=O)NC2=O)c2ccccc21
    19 | 3 | 9 | -2 | 3 | 1 | 3
COc1ccccc1CNC(=O)CCC(=O)N1C[C@H]2C[C@@H](C1)c1cccc(=O)n1C2
    -10 | x | -38 | 0 | -4 | -1 | 5
O=C1N=c2ccccc2=C/C1=C\c1c(O)[nH]c(=S)[nH]c1=O
    19 | 2 | -2 | x | 1 | x | 6
CC(=O)OC1CCC2(/C=N/O)C(=CCC3C4CCC(=O)C4(C)CCC32)C1 (stereo not given)
    -1 | 3 | 2 | -9 | -1 | 0 | -3
CCN(CC)C(=O)c1ccc(NC(=O)COC(=O)c2ccc(Cl)s2)cc1
    -37 | -8 | 1 | -2 | 0 | 15 | 2
O=P(Nc1cccc(F)c1)(Oc1ccccc1F)Oc1ccccc1F
    x | -9 | -8 | 1 | -1 | 19 | -4
CCCCCCn1c(=O)c(C(=O)Nc2nc(CC(=O)OCC)cs2)c(O)c2ccccc21
    x | -6 | -1 | -1 | 1 | 3 | 1
O=C1NCN(c2ccccc2)C12CCN(C(c1ccccc1OC(F)(F)F)c1nnnn1Cc1ccccc1)CC2 (stereo not given)
    20 | -7 | 1 | -6 | 1 | -9 | 1
CCOc1ccc(N2C(=O)/C(=C\c3cccs3)C(=O)NC2=S)cc1
    8 | -7 | -46 | x | -3 | x | 3
S=P(Nn1cnnc1)(c1ccccc1)c1ccccc1
    20 | 5 | 2 | x | -2 | x | 1
Cc1nc(-c2cccc(CN(C)C(=O)Oc3ccc([N+](=O)[O-])cc3)c2)no1
    4 | -2 | -2 | x | -3 | x | 2
CCC1CN2CCc3cc(OC)c(OC)cc3C2CC1CC1NCCc2c1[nH]c1ccc(O)cc21 (stereo not given)
    100* | 12 | -7 | x | x | x | -10
CN1C(=O)N(C)C(=O)C(CCc2ccncc2)(CCc2ccncc2)C1=O
    -45 | -13 | -5 | x | -1 | x | 1
COC(=O)C1(C(=O)O)Cc2cc([N+](=O)[O-])ccc2N2CCCC21 (stereo not given)
    -13 | x | -8 | -7 | 2 | 4 | 4
CCCCCCn1c(O)c(/C=N/N2CCCCCC2)c(=O)[nH]c1=O
    x | -2 | 0 | x | -2 | x | 5
COC(=O)N1Cc2ccccc2-n2nncc2C1
    -18 | -1 | -5 | 2 | -2 | -3 | -4
COC(=O)[C@H]1[C@H](CO)[C@H]2Cn3c(ccc(-c4ccccc4F)c3=O)[C@@H]1N2C(C)=O
    -7 | x | 12 | -1 | 0 | 0 | 4
COc1ccc(C(=O)C2CCCN(Cc3ccccn3)C2)c(OC)c1 (stereo not given)
    -13 | -6 | -5 | x | 3 | x | 0
CC(C)c1ccc(N2C(=O)CC(=O)NC2=O)cc1
    8 | 11 | -3 | -5 | -3 | -5 | -1
O=C1CC(=O)N(c2cccc(F)c2)C(=O)N1
    3 | -6 | -2 | -2 | 5 | 6 | -2
Nc1nc(SCCC(F)=C(F)F)n[nH]1
    5 | -10 | 1 | x | 8 | x | -1
C[C@@H]1CC2C3CC=C4C[C@@H](O)CC[C@]4(C)C3CC[C@]2(C)[C@H]1O (stereo not given in full)
    -4 | -3 | -2 | -2 | -4 | 0 | 0
CCN1CCN(Cc2cc3c(cc2[N+](=O)[O-])OCO3)CC1
    6 | -10 | -5 | -3 | -2 | -3 | -3
CC1CCCC(NC(=O)COC(=O)c2cn(C)c3ccccc23)C1C (stereo not given)
    -2 | -1 | -2 | 1 | -1 | 5 | -1
Clc1ccc(C(c2ccc(Cl)cc2)n2cc[n+](CC(OCc3ccc(Cl)cc3Cl)c3ccc(Cl)cc3Cl)c2)cc1 (stereo not given)
    87* | -1 | -12 | -84 | -6 | -133 | x
O=C(Cc1ccccc1)N1CCN(Cc2cccc(Br)c2)CC1
    9 | 0 | -4 | -1 | 1 | 9 | -1
O=C(Cc1ccccn1)N1CCCCN2[C@H](C1)[C@H](c1ccc(Br)cc1)[C@@H]2CO
    -1 | x | -3 | 3 | 5 | -12 | -3

Next section
Values run as follows: LGR2 inh | FN deposit inh | S100A4 MyoIIA | esBAF inh | SIRT5 inh | Statin myotox sup | Casp6 inh
Cn1c[n+](C)cc1C(O)c1ccccc1 (stereo not given)
    -15 | 6 | x | -4&4 | x | -4&1 | x
COP(=O)(CC(=O)O)c1ccccc1 (stereo not given)
    23 | -1 | x | -8 | x | -2 | x
NS(=O)(=O)c1ccc(-c2ccc(C=C3C(=O)NC(=O)NC3=O)o2)cc1
    3 | 6 | 64 | -4 | 10 | 2 | 18
CC(=O)C1(O)CCC2C3CCC4=C(Cl)C(=O)CCC4(C)C3CCC21C (stereo not given)
    x | -7 | -1 | x | 2 | -1 | -2
CCCCS(=O)(=O)N1CCN(C(=N)N[N+](=O)[O-])CC1
    0 | x | -3 | x | 4 | x | -1
O=C(Cc1ccccc1)N1CC2(C1)[C@H](c1ccccc1)[C@@H](CO)N2Cc1cccc(F)c1
    0 | x | 1 | x | 0 | x | -1
CCN(CC)c1ccc(N=Cc2c(O)n(Cc3ccco3)c(=O)[nH]c2=O)cc1
    x | -2 | 2 | x | 1 | x | 3
CC(C)COC(=O)N1Cc2ccccc2-n2nncc2C1
    14 | 5 | -3 | 0 | 1 | 16 | 1
CCC(=O)N1[C@@H]2Cn3c(ccc(C4=CCCC4)c3=O)[C@H]1[C@@H](C(=O)OC)[C@@H]2CO
    0 | -1 | -6 | -3 | -17 | 10 | 3
CCC(=NCC1CCCO1)c1c(O)n(-c2ccccc2C)c(=O)[nH]c1=O (stereo not given)
    0 | -9 | 0 | x | -5 | x | 1
Cc1ccc(N2C(=O)NC(=O)/C(=C\C=C\c3ccco3)C2=O)cc1
    4 | -2 | -14 | -88 | 5 | 65 | 9
CCCCn1c(NC(=O)c2ccc(Br)o2)c(C(=O)OCC)c2nc3ccccc3nc21
    5 | -7 | -4 | x | -3 | x | -1
CCCNS(=O)(=O)c1ccc(OCC(=O)N2CCN(Cc3ccc4c(c3)OCO4)CC2)c(C)c1
    9 | 7 | 9 | x | -4 | x | -1
CC(=O)c1c(O)n(-c2cccc(Cl)c2)c(=O)[nH]c1=O (tested in a mixture with another compound)
    -13 | -9 | -12 | x | -5 | x | 2
COCCO[C@H]1CC[C@@]2(C)C(=CCC3C2CC[C@@]2(C)C3CC[C@]2(C)O)C1 (stereo not given in full)
    16 | -1 | -1 | -6 | 0 | -16 | 2
Cc1ccc(-c2nn(Cc3ccccc3)cc2C=O)cc1C
    -30 | -3 | -2 | 88* | 1 | -25 | 0
Cc1ccc(CN2C(=O)CN=C(c3ccccc3)c3ccccc32)cc1
    3 | 4 | -5 | 0 | -2 | 3 | -3
